Bioassay records deposited in PubChem by Broad Institute.
U2OS ROS induce = raises reactive oxygen species in U2OS cancer cells. U2OS ROS induction, H2DCF-DA fluorescence. ROS induction (% of piperlongumine), % at 10 µM. hit rate 2% among 46,000. AID 624156; in the data active = ROS induction above about 79%, passing the limit was not always enough; inconclusive = no clear call, values can overlap the other calls;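 note: 0% = DMSO vehicle median and 100% = reference compound median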
* marks the source's active call; other numbers are inactive results; ? = inconclusive. Some of the compounds tested; rates above refer to the full screens.

SMILES	U2OS ROS induce
C[C@H](CO)N1C[C@H](C)[C@H](CN(C)Cc2ccc(Oc3ccccc3)cc2)Oc2ccc(NC(=O)CCCCCC(=O)Nc3ccccc3N)cc2CC1=O	29
CN(C(=O)c1cc2nc(-c3ccco3)cc(C(F)(F)F)n2n1)C1CCCCC1	11
O=S(=O)(NCCOc1ccccc1)c1cccc2cccc(Cl)c12	-1
CN(Cc1ccccc1)C(=O)CSc1nc(NCc2ccc(Cl)cc2)c2ccccc2n1	22
Cn1c(=O)c2nc(-c3ccccc3I)oc2c2ccccc21	58
C[C@@H]1CN([C@H](C)CO)C(=O)Cc2cc(NC(=O)CCCCCC(=O)Nc3ccccc3N)ccc2O[C@@H]1CN(C)Cc1ccc(C(F)(F)F)cc1	39
C[C@@H]1CN([C@H](C)CO)C(=O)Cc2cc(NC(=O)Nc3ccc4c(c3)OCO4)ccc2O[C@H]1CN(C)C(=O)Nc1ccc(F)cc1	-2
CNC(=O)C(C)n1c2ccccc2c2cn[nH]c(=O)c21 (centres undefined)	-2
C[C@@H]1CN([C@H](C)CO)C(=O)Cc2cc(NC(=O)Nc3ccc4c(c3)OCO4)ccc2O[C@@H]1CN(C)C(=O)Nc1ccccc1	54
Nc1nc2ccccc2n1CCOc1ccc(Br)cc1	-11
C[C@@H]1CN([C@H](C)CO)C(=O)c2cc(NS(=O)(=O)c3ccccc3)ccc2O[C@H]1CN(C)Cc1ccc(C(=O)O)cc1	-7
CCOC(=O)c1cncc(C#CCOC(=O)Nc2ccc(OC(F)(F)F)cc2)c1	-1
C[C@@H]1CN([C@@H](C)CO)C(=O)Cc2cc(NC(=O)Nc3cccc4ccccc34)ccc2O[C@@H]1CN(C)S(=O)(=O)c1ccccc1	24
CNc1nc(SCC(N)=O)nc(N2CCOCC2)n1	-11
C[C@@H]1CN([C@H](C)CO)C(=O)Cc2cc(NC(=O)Nc3ccc(F)cc3)ccc2O[C@@H]1CN(C)S(=O)(=O)c1cccs1	6
C[C@H](CO)N1C[C@H](C)[C@@H](CN(C)S(C)(=O)=O)Oc2c(NC(=O)C3CCOCC3)cccc2C1=O	4
COc1ccc(NC(=O)N(C)C[C@H]2Oc3c(NC(=O)NC4CCCCC4)cccc3C(=O)N([C@H](C)CO)C[C@H]2C)cc1	-15
Cc1ccccc1C(=O)N1CCc2c([nH]c3ccccc23)C1C(F)(F)F (centres undefined)	-3
NC(=O)C1(N2CCCCC2)CCN(C(=S)NCc2ccco2)CC1	2
C[C@H]1CN([C@@H](C)CO)C(=O)Cc2cc(NC(=O)Cn3cnnn3)ccc2O[C@@H]1CN(C)C(=O)Nc1ccccc1	2
O=C(CCCCCCC(=O)Nc1ccccc1O)N/N=C/c1ccccc1O	39
CCOC(=O)c1nc(-c2ccccc2)sc1-c1ccnn1C(=O)NC(C)C	3
C[C@@H]1CN([C@H](C)CO)C(=O)c2cccc(NS(=O)(=O)c3ccccc3)c2O[C@H]1CN(C)CC1CCCCC1	-6
COc1ccc(NC(=O)N(C)C[C@H]2Oc3ccc(NC(=O)c4ccncc4)cc3CC(=O)N([C@H](C)CO)C[C@H]2C)cc1	47
S=c1[nH]c(=S)c2cnc(N3CCc4ccccc43)nc2[nH]1	20

(more compounds)
SMILES	U2OS ROS induce
Cc1ccccc1-c1cc(C(=O)NCCCN2CCOCC2)c2cc(Cl)ccc2n1	28
CCCCn1c(CN2CCN(CC)CC2)nc2c1c(=O)[nH]c(=O)n2C	-17
O=C(N/N=C/c1cccc2ccccc12)c1ccccn1	30
N#Cc1ccccc1OCCCCSc1ncccn1	-16
Cc1cc(C)nc(SCCS(=O)(=O)Cc2ccccc2)n1	-8
C[C@H](CO)N1C[C@H](C)[C@H](CN(C)S(=O)(=O)c2cn(C)cn2)Oc2c(NS(=O)(=O)c3ccc(Cl)cc3)cccc2C1=O	-9
NNC(=O)c1csc(CS(=O)(=O)c2ccc(Cl)cc2)n1	-9
Cc1ccc(S(=O)(=O)N(C)C[C@@H]2Oc3ccc(NC(=O)Nc4ccccc4)cc3CC(=O)N([C@H](C)CO)C[C@@H]2C)cc1	5
Cc1ccc(S(=O)(=O)N(C)C[C@@H]2Oc3c(NC(=O)Nc4ccc(F)cc4)cccc3C(=O)N([C@@H](C)CO)C[C@H]2C)cc1	0
Cc1c(-c2ccccc2OC(=O)c2ccccc2)[nH]c2ccccc12	-8
COC(=O)c1ccccc1Oc1nc(NC(C)C)nc(NC(C)C)n1	10
O=C(CSc1nccc(=O)[nH]1)Nc1ccc(Oc2ccccc2)cc1	2
COc1ccc(S(=O)(=O)N(C)C[C@@H]2Oc3ccc(NC(=O)Cc4ccccc4)cc3C(=O)N([C@H](C)CO)C[C@H]2C)cc1	-15
C[C@H]1CN([C@@H](C)CO)C(=O)Cc2cc(NC(=O)c3ccncc3)ccc2O[C@H]1CN(C)Cc1ccc(C(F)(F)F)cc1	-1
C[C@@H]1CN([C@@H](C)CO)C(=O)c2cccc(NC(=O)C3CCOCC3)c2O[C@H]1CN(C)C(=O)Nc1ccc(F)cc1	-5
COc1ccc(NC(=O)Nc2ccc3c(c2)C(=O)N([C@H](C)CO)C[C@H](C)[C@@H](CN(C)Cc2ccncc2)OCCCC[C@@H](C)O3)cc1	10
C[C@@H]1CN([C@@H](C)CO)C(=O)c2cccc(NS(C)(=O)=O)c2O[C@@H]1CN(C)S(=O)(=O)c1cn(C)cn1	-10
COc1ccc(-n2cc(-c3ccccc3)c3c(N4CCCCC4)ncnc32)cc1	116*
COc1ccc(S(=O)(=O)Nc2ccc3c(c2)CC(=O)N([C@H](C)CO)C[C@H](C)[C@H](CN(C)C(=O)Nc2ccccc2)O3)cc1	-4
COc1ccc(S(=O)(=O)N(C)C[C@@H]2Oc3c(NC(=O)Nc4ccccc4)cccc3C(=O)N([C@H](C)CO)C[C@@H]2C)cc1	17
COc1ccc(NC(=O)CCSc2nnc3scc(-c4ccc(C)cc4)n23)cc1	2
Cc1ccc(-c2csc(CS(=O)(=O)C(C)(C)C)n2)cc1	-9
C[C@@H]1CN([C@H](C)CO)C(=O)c2cc(NC(=O)Cc3ccccc3)ccc2O[C@H]1CN(C)S(=O)(=O)c1ccc(F)cc1	2
O=C(CCCCc1cccs1)Nc1ccccc1F	3
C[C@H]1CN([C@@H](C)CO)C(=O)c2cc(NS(=O)(=O)c3cccs3)ccc2O[C@H]1CN(C)C(=O)Nc1ccccc1	-9

Pulled by structure from above, 5 records:
SMILES	U2OS ROS induce
CCCCn1c(CN2CCN(CC)CC2)nc2c1c(=O)[nH]c(=O)n2C	-17
C[C@H]1CN([C@@H](C)CO)C(=O)Cc2cc(NC(=O)c3ccncc3)ccc2O[C@H]1CN(C)Cc1ccc(C(F)(F)F)cc1	-1
O=C(CCCCc1cccs1)Nc1ccccc1F	3
C[C@@H]1CN([C@@H](C)CO)C(=O)c2cccc(NC(=O)C3CCOCC3)c2O[C@H]1CN(C)C(=O)Nc1ccc(F)cc1	-5
Cc1ccc(S(=O)(=O)N(C)C[C@@H]2Oc3ccc(NC(=O)Nc4ccccc4)cc3CC(=O)N([C@H](C)CO)C[C@@H]2C)cc1	5

Continuation.
SMILES	U2OS ROS induce
C[C@H]1CN([C@@H](C)CO)C(=O)c2cccc(NS(=O)(=O)c3ccc(F)cc3)c2O[C@H]1CN(C)C(=O)Nc1cccc2ccccc12	-4
C[C@H]1CN([C@@H](C)CO)C(=O)Cc2cc(NC(=O)CCC(F)(F)F)ccc2O[C@H]1CN(C)S(=O)(=O)c1ccccc1	-6
C[C@H](CO)N1C[C@H](C)[C@@H](CN(C)C(=O)Nc2ccc(C(F)(F)F)cc2)Oc2ccc(NS(=O)(=O)c3ccccc3)cc2C1=O	17
CCN1C(=O)c2ccccc2Sc2ccc(C(=O)NCC3CCCO3)cc21 (centres undefined)	1
COC(=O)C(CC#Cc1ccc2c(c1)[C@]1(C(=O)N2)[C@H](C(=O)Nc2nc3ccccc3s2)[C@H]2C(=O)O[C@H](c3ccccc3)[C@H](c3ccccc3)N2[C@@H]1c1ccccc1OCCO)C(=O)OC	?
COc1ccc(NC(=O)Nc2ccc3c(c2)C(=O)N([C@H](C)CO)C[C@H](C)[C@@H](CN(C)C(=O)C2CCCCC2)OCCCC[C@@H](C)O3)cc1	114*
C[C@@H]1CN([C@@H](C)CO)C(=O)c2cc(NC(=O)Cc3ccccc3)ccc2O[C@H]1CN(C)CC1CCCCC1	-2
CCOc1ccc2nc(Nc3nc(C)c(Cc4ccc(C)cc4)c(=O)[nH]3)nc(C)c2c1	9
Cc1ccc2nc(-c3ccncc3)cc(-c3ccccc3)c2c1	88*
COc1cc(OC)c(NC(=O)CSc2nnc(C)s2)cc1Cl	-6
CCOC(=O)c1ccc(NC(=O)CSc2nc3ccc(C)cc3[nH]2)cc1	13
C[C@@H]1CN([C@H](C)CO)C(=O)Cc2cc(NS(=O)(=O)c3ccc(Cl)cc3)ccc2O[C@@H]1CN(C)Cc1ccccc1	15
C[C@H]1CN([C@@H](C)CO)C(=O)c2cc(NC(=O)Nc3ccc4c(c3)OCO4)ccc2O[C@@H]1CN(C)S(=O)(=O)c1ccccc1	-16
COC(=O)c1cc(OC)c(OC)cc1NC(=O)c1c(-c2ccccc2)noc1C	-6
CSc1scc(N)c1S(=O)(=O)C(C)C	3
C[C@H]1CN([C@@H](C)CO)C(=O)Cc2cc(NS(=O)(=O)c3ccc(F)cc3)ccc2O[C@H]1CN(C)S(=O)(=O)c1ccc(F)cc1	14
COc1ccc(S(=O)(=O)Nc2ccc3c(c2)C(=O)N([C@H](C)CO)C[C@@H](C)[C@H](CN(C)C(=O)NC(C)C)O3)cc1	0
Cc1ccc(C=C2C(=O)NC(=O)NC2=O)cc1	1
CNC[C@H]1Oc2ccc(NC(=O)Cc3cn(C)c4ccccc34)cc2C(=O)N([C@H](C)CO)C[C@H]1C	-1
C[C@@H]1CN([C@H](C)CO)C(=O)c2cccc(NC(=O)c3nc4ccccc4s3)c2O[C@@H]1CN(C)C(=O)Nc1ccccc1	29
Cc1noc(C)c1S(=O)(=O)Nc1ccc2c(c1)C(=O)N([C@@H](C)CO)C[C@H](C)[C@H](CN(C)Cc1ccc(Cl)c(Cl)c1)O2	14
C[C@@H]1CN([C@H](C)CO)C(=O)Cc2cc(NC(=O)Nc3ccccc3)ccc2O[C@@H]1CN(C)Cc1ccncc1	4
O=C1CC(c2ccc(O)c(O)c2)Oc2c1ccc(O)c2O (centres undefined)	-7
CN(C)c1ccc(NC(=O)CSc2nc3ccccc3c(=O)n2-c2ccc(Cl)cc2)cc1	21
Clc1ccc(CSc2ncccn2)cc1	94*

Exported in CSV form: entries from further up.
Compound,U2OS ROS induce
C[C@H]1CN([C@@H](C)CO)C(=O)c2cc(NC(=O)Nc3ccc4c(c3)OCO4)ccc2O[C@@H]1CN(C)S(=O)(=O)c1ccccc1,-16
COC(=O)c1cc(OC)c(OC)cc1NC(=O)c1c(-c2ccccc2)noc1C,-6
CSc1scc(N)c1S(=O)(=O)C(C)C,3
C[C@H]1CN([C@@H](C)CO)C(=O)Cc2cc(NS(=O)(=O)c3ccc(F)cc3)ccc2O[C@H]1CN(C)S(=O)(=O)c1ccc(F)cc1,14
COc1ccc(S(=O)(=O)Nc2ccc3c(c2)C(=O)N([C@H](C)CO)C[C@@H](C)[C@H](CN(C)C(=O)NC(C)C)O3)cc1,0

Later entries.
SMILES	U2OS ROS induce
COc1ccc(CCNC(=O)[C@@]2(Cc3ccccc3I)c3ccccc3C(=O)N(Cc3ccccc3OC)[C@H]2c2ccc(CO)cc2)cc1	12
COCCOC(=O)N1C(=O)[C@@]2(c3cc(C#CCNC(N)=O)ccc31)[C@H](C(=O)N1CCc3cc(OC)c(OC)cc3C1)[C@H]1C(=O)O[C@H](c3ccccc3)[C@H](c3ccccc3)N1[C@@H]2c1ccccc1OCCO	0
O=C(CSc1n[nH]c(-c2ccncc2)n1)Nc1ccccc1F	-7
Cn1cnnc1S/C=C/C(=O)c1ccc(Cl)cc1	32
C[C@H](CO)N1C[C@H](C)[C@H](CN(C)Cc2ccc(-c3ccccc3)cc2)Oc2ccc(NC(=O)C3CC3)cc2C1=O	61
C[C@H]1CN([C@@H](C)CO)C(=O)c2cc(NC(=O)Cn3cnnn3)ccc2O[C@@H]1CN(C)C(=O)Nc1ccc(F)cc1	-9
NC(=O)CSc1nnc(-c2cnccn2)n1-c1ccccc1	-11
CNC[C@H]1Oc2ccc(NS(=O)(=O)c3ccc(OC)cc3)cc2CC(=O)N([C@@H](C)CO)C[C@@H]1C	6
Cc1cccc(NC(=O)C(C)N(c2ccc(Oc3ccccc3)cc2)S(C)(=O)=O)c1 (centres undefined)	15
O=C(Nc1ccccc1)c1cc([N+](=O)[O-])ccc1Cl	1
C[C@@H]1CN([C@@H](C)CO)C(=O)CCCn2cc(nn2)CO[C@H]1CN(C)C(=O)Nc1cccc(C(F)(F)F)c1	12
C[C@@H]1CN([C@H](C)CO)C(=O)Cc2cc(NC(=O)Nc3ccc(C(F)(F)F)cc3)ccc2O[C@@H]1CN(C)C	16
COc1cc(O[C@@H]2O[C@H](CO)[C@@H](O)[C@H](O)[C@H]2O)cc2occ(-c3ccc(O)cc3)c(=O)c12	-1
C[C@@H]1CN([C@@H](C)CO)C(=O)c2cc(NC(=O)c3ccncc3)ccc2O[C@@H]1CN(C)S(=O)(=O)c1ccc(F)cc1	-9
COc1ccc(NC(=O)N(C)C[C@H]2OCCCC[C@@H](C)Oc3ccc(NS(=O)(=O)c4ccc(Cl)cc4)cc3C(=O)N([C@H](C)CO)C[C@@H]2C)cc1	41
C[C@@H]1CN([C@H](C)CO)C(=O)c2cccc(NS(=O)(=O)c3cn(C)cn3)c2O[C@@H]1CN(C)C(=O)Nc1cccc2ccccc12	-2
C[C@@H]1CN([C@@H](C)CO)C(=O)Cc2cc(NS(=O)(=O)c3ccccc3)ccc2O[C@@H]1CN(C)Cc1ccc(Oc2ccccc2)cc1	6
C/C=C(\C)C(=O)O[C@H]1C=CC(=O)O[C@H]1/C=C/[C@H](O)[C@H](C)O	39
COc1ccc([Si](C)(C)[C@@H]2[C@@H](CCO)O[C@]3(C(=O)N(Cc4cccc(N5CCOC5=O)c4)c4ccccc43)[C@H]2C)cc1	101*
CC(CCc1ccccc1)NC(=O)c1ccccc1C(=O)O (centres undefined)	-21
